# From PubChem BioAssay
# S3 lipid droplet = qHTS Assay for Lipid Storage Modulators in Drosophila S3 Cells | Potency in µM for hits, for the others lipid storage change, negative = inhibition, % at the top dose, mostly 46.1 µM | AID 2685 | Drosophila S3 cells, BODIPY lipid droplet fluorescence, 18-24 h; cells fed with added oleic acid | hit rate 0.64% among 320,000; active means well fitted inhibition curve with a large enough effect in the signal ratio, with a control signal flat, not every such curve was filed as active; inconclusive means small, poorly fitted or top-dose-only effect, or effect the other way, or a change in a side signal; the % refers to the signal ratio
#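 Drosophila S3 cells got compounds at several concentrations plus oleic acid (400 uM solution). Laser-scanning cytometry with 488 nm excitation read lipid droplets at 500-530 nm and cells at 575-640 nm. Percent activity was relative to 20 uM Triacsin C.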
# S3 lipid droplet cell count max = further read-out of S3 lipid droplet, marked with its call; cell number change, %; measured here: cell count max response;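 cells counted by Cell Tracker Red CMTPX staining in the red channel; peak over a dose series mostly up to 46.1 µM; percent activity relative to internal control wells on each plate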
# * marks the source's active call; other numbers are inactive results; i = inactive; ? = inconclusive; . = not tested or not shown. On the % scale 0 is the no-effect control and ±100 the full control effect; potency means the concentration at half of the fitted maximal effect.
S3 lipid droplet cell count max	S3 lipid droplet	canonical_smiles
.	?	O=C(CSc1nc(=O)n(CCCN2CCOCC2)c2c1CCCC2)Nc1cccc(Cl)c1
.	?	O=C(O)COc1ccc(Br)cc1C(c1c(C(=O)O)[nH]c2ccccc12)c1c(C(=O)O)[nH]c2ccccc12
-20.6	i	Nc1ccccc1C(=O)NCc1ccc(F)cc1
4.0	0.6%	CC(C)(C)NC(=O)COc1ccc(CNn2nnnc2N)cc1
.	?	C=CCN(CC(O)c1cccc([N+](=O)[O-])c1)C(C)CCc1ccccc1 (stereo not given)
.	?	NNC(=O)c1csc(-c2cccc(C(F)(F)F)c2)n1
.	?	Cc1ccc(OCCNC(=O)CNC(=O)c2ccccc2Cl)cc1
.	?	Cc1cccc(CC(C)NC(=O)CCc2nnc(CCCCc3ccccc3)o2)n1 (stereo not given)
-7.2	-24.0%	CCc1nn(-c2ccccc2)c(=S)c2ccccc12
10.2	i	CC(C)c1ccc(NC(=O)Cn2nnc(C(=O)NCc3ccc4c(c3)OCO4)c2N)cc1
.	?	COc1ccc(O)c(-c2cc(-c3cccc(Br)c3)n[nH]2)c1
-5.4	10.9%	CCOc1cccc(C(=O)Nc2ccc(N(CC)CC)cc2)c1
.	?	COc1ccc(-c2nnc(SC(C)C(=O)Nc3c(C)n(C)n(-c4ccccc4)c3=O)o2)cc1 (stereo not given)
6.2	-14.2%	CC(NC(=O)CC12CC3CC(CC(C3)C1)C2)C(=O)O (stereo not given)
-19.5	i	CCOc1cccc(C(=O)Nc2ccccc2OC(F)F)c1
.	?	CCOC(=O)/C(C#N)=N/Nc1ccc(S(=O)(=O)N2CCc3ccccc32)cc1
-8.0	-0.4%	O=C(CN1C(=O)CC(c2ccco2)Sc2ccccc21)NC1CCCCC1 (stereo not given)
.	?	CCC(=O)c1ccccc1OCCN1C(=O)NC(C)(C)C1=O
.	24.5%	COC(=O)c1c(C)[nH]c(C(=O)N2CCN(c3ccc(OC)cc3)CC2)c1C
.	?	Cc1noc(NS(=O)(=O)c2ccc(N/C=C\C(=O)c3ccccc3)cc2)c1C
25.7	i	Cc1cc(OC(C)C(=O)NCCCn2ccnc2)c2c(C)c(C)c(=O)oc2c1 (stereo not given)
.	?	COc1ccc(-c2nc(C#N)c(N3CCC(C(N)=O)CC3)o2)cc1
.	?	CN(C(=S)Nc1ccccc1F)C1(c2ccccc2Cl)CCCCC1=O (stereo not given)
.	?	O=C(COC(=O)c1cccs1)NCCCc1ccccc1
.	?	CC(C)C[C@H]1CNC(=O)C(=O)N1C[C@H](C)NC(=O)Cc1ccccc1
1.5	-4.3%	O=C(CCCNS(=O)(=O)c1cccc2nsnc12)N1CCCCC1
.	?	COc1ccc(NC(=O)CN(C)C(=O)c2ccccc2SCC(=O)N2CCCC2)cc1
-6.9	-12.1%	FC(F)(F)c1cnc2c(c1)[nH]c(=S)n2-c1ccc(Cl)cc1
.	7.3%	Cc1cc(Cl)ccc1NC(=O)COC(=O)c1cc([N+](=O)[O-])ccc1N1CCOCC1
.	?	CCN(C(=O)CSc1nnc(Cn2nnc3ccccc32)o1)c1nc(-c2ccccc2)cs1
.	?	Cn1c2ccccc2c(=O)c2c(=O)n(Cc3ccco3)c(-c3ccc(C(C)(C)C)cc3)nc21
.	?	O=C(Nc1ccc(S(=O)(=O)N2CCOCC2)cc1)c1ccc(F)cc1
.	?	CSc1nn2c(C(F)(F)F)cc(C(F)(F)F)nc2c1C(N)=O
.	?	Cc1cccc(C)c1N=C1C(=O)Nc2ccccc21
-5.4	-3.8%	Cc1noc(C)c1S(=O)(=O)Nc1cc(C(F)(F)F)ccc1N1CCOCC1
.	?	CCOC(=O)C1C(C(=O)Nc2cccc(C(F)(F)F)c2)C1C(=O)NC(C)C (stereo not given)
.	?	COc1ccc(OC)c(N/C(C)=C/C(=O)c2ccncc2)c1
.	?	CCS(=O)(=O)NCc1ccc2[nH]c3c(c2c1)CCCC3
.	?	Fc1cccc(Cl)c1COc1ccc(-c2nnco2)cc1
.	3.7%	COc1ccccc1S(=O)Cc1ccc(C(=O)NCCc2ccc(Cl)cc2)o1 (stereo not given)
.	?	CCC(CC)c1nnc(NC(=O)C2COc3ccccc3O2)s1 (stereo not given)
-19.1	13.1%	COc1cc(N)ccc1Cc1ccc(N)cc1OC
16.1	6.2%	COc1ccc(-n2c(=O)c3ccccc3n(Cc3ccccc3F)c2=O)cc1OC
-9.2	i	O=C(CN1CCN(c2cccc(C(F)(F)F)c2)CC1)Nc1cccc(C(F)(F)F)c1
.	?	Cc1ccc(NC(=O)c2ccccc2F)nc1
.	?	NC(=O)c1c(NC(=O)c2cccs2)sc2c1CCCCCC2
-2.6	-3.4%	Cc1cc(C(=O)CSc2nnc(-c3ccc4c(c3)OCO4)o2)c(C)n1-c1ccc(F)cc1
.	?	CC(C)c1cccc(C(C)C)c1NC(=O)CCN1C(=O)NC2(CCCC2)C1=O
-0.6	-8.9%	O=[N+]([O-])c1c(NCCCO)cc(N2CCCCCC2)c2nonc12
.	?	COc1ccc2oc(=N)c(C(=O)Nc3ccccc3Cl)cc2c1
-6.3	-8.0%	CC(C)(C)c1cnnn1-c1cccc([N+](=O)[O-])c1
.	?	CC(NC(=O)COC(=O)Cc1ccccc1[N+](=O)[O-])c1ccccc1 (stereo not given)
-12.9	-9.8%	CCS(=O)(=O)N1CCC(NC(=O)C2CCCCC2)CC1
9.0	10.7%	CN(CC(=O)Nc1ccc(C(N)=O)cc1)CC(=O)Nc1ccccc1Br
.	16.5%	Cc1cc(-c2nnc(SCC(=O)Nc3cccc(C)c3C)n2N)n[nH]1
1.7	9.9%	O=C(Cc1cccs1)Nc1nnc(Cc2ccccc2)s1
-5.6	-1.4%	Cc1ccc2[nH]c(=O)c(NC(N)=S)nc2c1
.	?	CN(Cc1cccc(F)c1)C(=O)c1ccc(NS(=O)(=O)c2ccc3[nH]c(=O)[nH]c3c2)cc1
-2.1	0.9%	CCOC(=O)N1CCC(N2C(=O)c3ccccc3C2Nc2cc(OC)c(OC)c(OC)c2)CC1 (stereo not given)
-1.2	-4.5%	Cc1c(F)cccc1NS(=O)(=O)c1ccc2c(c1)c(C)cc(=O)n2C

# Other entries:
S3 lipid droplet cell count max	S3 lipid droplet	canonical_smiles
.	?	CCOC(=O)CSCC(=O)N1CCC(Cc2ccccc2)CC1
-3.9	3.0%	CCCCN1CC2=C(C1=O)C(c1ccc(O)cc1)NC(=O)N2C (stereo not given)
.	?	O=C(CSc1nnc(-c2ccccc2)o1)OCc1ccccc1
.	?	O=C(O)C1CSC(CCc2ccccc2)N1 (stereo not given)
-0.8	4.3%	COc1ccc(Cc2nc(C(=O)NCc3ccccc3OC)cs2)cc1
.	?	Cc1nn(-c2ccc(F)cc2)c2nc(N)c(C#N)c(-c3cccs3)c12
-10.9	1.8%	CCc1ccccc1NC(=O)N1CCc2ccccc21
-10.5	0.9%	O=C(N/N=C/c1cccc(Oc2ccccc2)c1)c1cccc(Br)c1
.	?	COCCn1nnnc1C(c1ccc(OC)c(OC)c1)N1CCN(c2nc3ccccc3s2)CC1 (stereo not given)
10.9	0.2%	O=C(NCCc1ccc(C(F)(F)F)cc1)C1CCC(=O)N(C2CC2)C1 (stereo not given)
.	?	OC(c1ccc(F)cc1)(C1CCCCC1)C(CN1CCOCC1)c1ccccc1 (stereo not given)
.	?	Cc1cc(C)c(C(=O)CSc2n[nH]c(=O)n2C2CC2)cc1C
.	?	CN(CC1CCCN(CCc2ccc(Cl)cc2)C1)C(=O)c1ccoc1 (stereo not given)
.	?	O=C(CSC1CN(C(c2ccccc2)c2ccccc2)C1)N/N=C/c1ccc(Cl)cc1Cl
-0.2	5.2%	CC1CC(C)CN(Cc2nc3c(c(=O)n(C)c(=O)n3C)n2CCN2CCOCC2)C1 (stereo not given)
-21.7	13.7%	CCOC(=O)CNC(=O)CSc1nnc(-c2ccco2)n1Cc1ccco1
15.5	-0.3%	COc1ccc(C(=O)C2CCCN(Cc3ccc4nonc4c3)C2)c(C)c1 (stereo not given)
-9.7	-3.3%	O=C1CC(SC(=Nc2ccccc2)Nc2ccccc2)C(=O)N1c1cccc2ccccc12 (stereo not given)
27.7	16.2%	CCn1c(/C=C/c2c[nH]c3ccccc23)nc2ccccc2c1=O
.	?	N#CCCN(NC1=NS(=O)(=O)c2ccccc21)C(=O)c1ccccc1Br
.	?	CCc1nc(SCC(=O)N2c3ccccc3Sc3ccccc32)c2ccccc2n1
.	?	O=C(CN1CCOCC1)Nc1cccc(S(=O)(=O)N2CCCCCC2)c1
.	?	C#CCN(C(=O)c1cc(COc2ccc(C)c(C)c2)on1)C1CCCCC1
.	?	C=CCSc1nc(N)c(C#N)c(-c2ccccc2)c1C#N
.	i	O=C(c1ccco1)N(CCCN1CCOCC1)c1nc(-c2ccc(Cl)cc2)cs1
.	?	COC(=O)c1ccnc(SCC(=O)c2ccccc2)c1
.	?	Cc1ccccc1C(=O)OC1OC(=O)C(Cl)=C1Nc1ccc(C(=O)O)cc1 (stereo not given)
-2.0	i	COc1ccc(NC2CCCN(C(=O)CCN3Cc4ccccc4C3=O)C2)cc1 (stereo not given)
.	?	Cc1ccc(S(=O)(=O)NC(CCc2ccccc2)CC(=O)C(C)(C)C)cc1 (stereo not given)
.	?	CCOc1ccccc1NC(=O)Cn1c(=O)n(CCC(=O)NC2CCCC2)c(=O)c2ccccc21
.	?	O=C1CCCCC1C(O)c1ccc(Cl)cc1 (stereo not given)
.	-5.6%	O=C1/C(=C/c2cccs2)SC(=S)N1C1CCS(=O)(=O)C1 (stereo not given)
.	?	CCN(CC)S(=O)(=O)c1cccc(NC(=O)COC(=O)C2=COCCO2)c1
.	?	Cc1cc(NC(=O)CSCC(=O)N(C)Cc2c(F)cccc2Cl)no1
-8.3	-4.9%	COc1ccc(C(=O)N2CCCC(CCC(=O)NCc3ccc(F)c(F)c3)C2)cc1F (stereo not given)
23.7	i	O=C(N=C1SC2CS(=O)(=O)CC2N1c1cc(Cl)ccc1Cl)C1CCCO1 (stereo not given)
-0.9	-6.9%	O=C(O)Cc1ccc2c(c1)N(S(=O)(=O)c1cccs1)CC(C(=O)O)O2 (stereo not given)
-18.5	-12.6%	CCc1nc2ccc(C(=O)Nc3cccc(C(C)=O)c3)cc2nc1CC
23.8	i	CCCCn1c(N)c(N(CCOC)C(=O)C2CCN(S(=O)(=O)c3ccc(C)cc3)CC2)c(=O)[nH]c1=O
.	i	CCN1CCCC1CN=Cc1c(O)n(-c2ccccc2)c(=O)c2ccccc12 (stereo not given)
.	?	CCOC(=O)C1CCN(C(=O)/C=C/c2ccccc2OC)CC1
.	?	CCOCCn1c(=O)c2c(nc3n2CCN3c2ccc(C)c(C)c2)n(C)c1=O
8.5	6.0%	CC(=O)NS(=O)(=O)c1ccc(NC(=O)c2ccccn2)cc1
.	?	COc1cc(OC)cc(C(=O)N2CCC(C(=O)NCCc3ccccc3)CC2)c1
-2.2	0.1%	Cc1nonc1NC(=O)CSc1nnc(-c2ccoc2C)n1-c1cccc(Cl)c1
.	?	COC(=O)c1c(C(=O)OC)c2ccccn2c1C(=O)c1ccc([N+](=O)[O-])cc1
.	?	CC(C(=O)NC1CCCCCC1)n1cc([N+](=O)[O-])cn1 (stereo not given)
.	?	O=C(O)c1ccc(NC(=O)c2ccccc2Br)c(NC(=O)c2ccccc2Br)c1
.	?	COc1cc(OC)cc(-n2nnnc2SCC(=O)N2CCCC2)c1
10.8	4.2%	O=C(COc1ccc(Cl)cc1)Nc1nnc(C2=COCCO2)o1
.	?	CCOC(=O)c1oc2nc3c(cc2c1N)COC(C)(C)C3
.	23.5%	CCOC(=O)c1c(NC(NC(=O)C(C)C)C(Cl)(Cl)Cl)sc2c1CCC2 (stereo not given)
2.0	-12.1%	COC(=O)c1cc(NC2c3ccccc3C(=O)N2CCN2CCOCC2)cc(C(=O)OC)c1 (stereo not given)
12.3	-5.8%	CCCCN(C(=O)c1cc(=O)[nH]c2ccccc12)c1c(N)n(CCCC)c(=O)[nH]c1=O
-17.2*	7.31µM*	CCCn1c(N)c(C(=O)CN(C)CC(=O)Nc2ccccc2C(F)(F)F)c(=O)[nH]c1=O

# 14 neighbouring entries out of the list so far:
S3 lipid droplet cell count max	S3 lipid droplet	canonical_smiles
.	?	CCOCCn1c(=O)c2c(nc3n2CCN3c2ccc(C)c(C)c2)n(C)c1=O
8.5	6.0%	CC(=O)NS(=O)(=O)c1ccc(NC(=O)c2ccccn2)cc1
.	?	COc1cc(OC)cc(C(=O)N2CCC(C(=O)NCCc3ccccc3)CC2)c1
-2.2	0.1%	Cc1nonc1NC(=O)CSc1nnc(-c2ccoc2C)n1-c1cccc(Cl)c1
.	?	COC(=O)c1c(C(=O)OC)c2ccccn2c1C(=O)c1ccc([N+](=O)[O-])cc1
.	?	CC(C(=O)NC1CCCCCC1)n1cc([N+](=O)[O-])cn1 (stereo not given)
.	?	O=C(O)c1ccc(NC(=O)c2ccccc2Br)c(NC(=O)c2ccccc2Br)c1
.	?	COc1cc(OC)cc(-n2nnnc2SCC(=O)N2CCCC2)c1
10.8	4.2%	O=C(COc1ccc(Cl)cc1)Nc1nnc(C2=COCCO2)o1
.	?	CCOC(=O)c1oc2nc3c(cc2c1N)COC(C)(C)C3
.	23.5%	CCOC(=O)c1c(NC(NC(=O)C(C)C)C(Cl)(Cl)Cl)sc2c1CCC2 (stereo not given)
2.0	-12.1%	COC(=O)c1cc(NC2c3ccccc3C(=O)N2CCN2CCOCC2)cc(C(=O)OC)c1 (stereo not given)
12.3	-5.8%	CCCCN(C(=O)c1cc(=O)[nH]c2ccccc12)c1c(N)n(CCCC)c(=O)[nH]c1=O
-17.2*	7.31µM*	CCCn1c(N)c(C(=O)CN(C)CC(=O)Nc2ccccc2C(F)(F)F)c(=O)[nH]c1=O

# These rows are one share of the data, so the mix of outcomes need not match the whole.
